# E-sel TNF inh: blocks E-selectin expression induced by TNF alpha. HUVEC TNFa-induced E-selectin immunofluorescence, high content. inhibition, % at 2 µM. 120,000 tested, 0.71% active;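 active = inhibition above the batch mean plus 3 SD, and confirmed as a hit on visual image review, cut at about 43% in these data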;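 note: 0% = TNF-stimulated DMSO wells and 100% = unstimulated control wells; not every result past the cut was called active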
# Active calls of the source: *. These rows are one share of the data. The share of hits here may be higher or lower than overall.
E-sel TNF inh	Molecule
-2	CC1(C)CNC(=O)CC(C)(C)N1
-13	O=C(N/N=C/c1ccc(OCc2ccc(F)cc2)cc1)c1ccccc1
-28	Cc1cc(C)c(S(=O)(=O)N2CCN(C(=O)N(C)C)CC2)c(C)c1
-14	O=C(C[n+]1ccccc1)N/N=C/c1ccco1
-10	COc1ccc(CNC(=O)CSc2nnc(C(F)(F)F)n2C)cc1
-2	Cc1cccc(NCc2nnc(-c3ccccc3)o2)c1C
-11	O=C(COC(=O)C1=COCCO1)Nc1ccc(OC(F)F)cc1
-8	CC1(C)CC2CC(C)(CN2Cc2c(O)ccc3ccccc23)C1 (configuration not stated)
-13	CCn1ncc([C@@H]2C[C@H]3CN(Cc4ccccc4C)C(=O)[C@]34CCCN24)c1C
-2	O=C(NCc1ccccc1)C(=O)Nc1nccs1
4	Cc1nn(-c2ccccc2)c(Cl)c1/C=N/N1CCN(c2ccccn2)CC1
6	S=c1[nH]nc(Cc2ccccc2)n1-c1ccc(Cl)cc1
22	CCOc1ccc(C(=O)Nc2ccc(Cc3ccncc3)cc2)cc1Br
-14	CCOC(=O)c1c2ccc(OCC(=O)NN)cc2n2ccccc12
-2	CN(Cc1nc2ccccc2c(=O)[nH]1)Cc1nc2ccsc2c(=O)[nH]1
-13	O=C1CC[C@@H](CN(Cc2ccccn2)Cc2nc(Cc3cccc(C(F)(F)F)c3)no2)N1
-31	O=C1CSC(c2ccccc2)N1CC(O)c1ccc([N+](=O)[O-])cc1 (configuration not stated)
-16	COc1ccc(/C=N/N(Cc2ccccc2)c2ccccc2)cc1O
-30	COc1cccc(N=CC=C2OC(C)(C)C(C)(C)O2)c1
8	CCN(CC)C(=O)c1cn(CCC#N)nc1-c1ccc2c(c1)OCCO2
23	COc1cc(/C=N\Nc2ccc([N+](=O)[O-])cn2)ccc1OCC(=O)O
-1	CC(=O)Nc1cccc(NC(=O)Nc2cccc(Cl)c2C)c1
-9	COc1cccc(C(=O)NCCSc2ccc(Br)cc2)c1
-4	Brc1ccc(C2NCCS2)cc1 (configuration not stated)
6	CCOC(=O)c1nc(NCc2ccccc2)c2ccccc2n1
-67	COc1ccc(NC(=S)Nc2ccccc2Cl)cn1
-27	COc1ccc(CN(C)C(=O)COC(=O)c2c(-c3ccccc3Cl)noc2C)cc1
2	CC(=O)c1ccc(-c2cccs2)s1
-5	COc1cc(/C=N/NC(=O)c2ccncc2)ccc1Oc1ccc([N+](=O)[O-])cn1
-18	CN(CC(=O)Nc1ccc(N2CCOCC2)cc1)CC(=O)Nc1ccc([N+](=O)[O-])cc1Br
-39	Cc1cc(C)cc(NC(=S)N2CCC(NC(=O)c3ccccc3C)CC2)c1
-26	COC(=O)Nc1ccc(S(=O)(=O)Nc2ccc(C(=O)O)cc2)cc1
-12	Cc1ccc(NC(=O)c2cc(=O)c3ccccc3o2)cc1S(=O)(=O)N1CCCCC1
-10	O=C(c1ccco1)N1CCN(Cc2cn[nH]c2-c2ccc(F)cc2F)CC1
2	COCCNC(=O)CN(Cc1cccs1)C(=O)CCC(=O)Nc1nccs1
-12	CCOC(=O)C1(C)C=C(Nc2ccccc2)C(=O)N1c1ccccc1 (configuration not stated)
-26	CCc1ccc(N2C(=O)CN(CC(=O)OC)C2=S)cc1
-3	O=C(NCCCCc1ccccc1)c1ccccc1Cl
18	CC1CCCCN1C(=O)c1cccc(NC(=O)c2ccccc2)c1 (configuration not stated)
46	CN1CCN(S(=O)(=O)c2ccc(NC(=O)COc3ccccc3)cc2)CC1
1	COc1ccc(C(C)=O)cc1CSc1nc(C)cc(C)n1
-22	COc1cc(/C=C2\SC(=O)N(Cc3ccc(F)cc3)C2=O)cc([N+](=O)[O-])c1O
1	O=C(Nc1ccc2nc(-c3ccccn3)c(-c3ccccn3)nc2c1)N1CCOCC1
4	Cc1ccc(-n2c(CCc3nc4ccccc4[nH]3)n[nH]c2=S)cc1
7	O=C(CCCCCNc1nc(=S)[nH]c2ccccc12)NCCc1ccc(Cl)cc1
-16	Cc1nc2ccc(NC(=O)COc3ccccc3C)cc2s1
-20	Cc1ccc(C(=O)N2c3ccccc3NC(=O)C2C)cc1 (configuration not stated)
-59	Cc1ccc(C)c(NC(=O)c2ccccc2C(=O)c2ccccc2)c1
3	Cn1nnc(NC(=O)c2ccc([N+](=O)[O-])cc2Cl)n1
-42	CCOc1cc(C(=O)OCC(=O)NC(C)c2ccccc2)ccc1OCC(=O)N1CCOCC1 (configuration not stated)

# The results go on:
E-sel TNF inh	Molecule
-8	O=C1/C(=C/c2cccs2)CCC1C1CCCC1 (configuration not stated)
-1	S=C(NNc1nc(Nc2ccccc2)nc(N2CCCCC2)n1)NC1CCCCC1
-14	COc1ccc(CC(=O)Nc2ccc(C(=O)O)cc2NC(=O)Cc2ccc(OC)cc2)cc1
-9	O=C(/C=C/c1ccco1)NCc1ccccn1
-9	O=C(CCCN1C(=O)c2cccc3cccc(c23)C1=O)NC1CCS(=O)(=O)C1 (configuration not stated)
6	O=C(O)c1ccc(-c2ccccn2)s1
49	CC1CCc2c(sc(NC(=O)C3CCCO3)c2C#N)C1 (configuration not stated)
-25	O=C(NCc1nnc(SCC(=O)N2CCCc3ccccc32)o1)c1ccco1
6	CN1C(=O)/C(=C/c2ccc(O)c([N+](=O)[O-])c2)N(C)C1=S
-16	CC1CN(C(=O)N2CCOCC2)CCN1C(=O)N1CCOCC1 (configuration not stated)
18	O=c1c2sccc2nc(SCc2cc(=O)n3ccccc3n2)n1Cc1ccccn1
-13	Cc1[nH]n(-c2ccccc2)c(=O)c1N=Nc1ccc2c(c1)OCO2
-4	CCOc1ccc(CCNS(=O)(=O)c2ccc3c(c2)NC(=O)CC(=O)N3)cc1OCC
-16	CC(=O)Nc1ccc(S(=O)(=O)N2CCN(c3nnnn3-c3ccccc3)CC2)cc1
-47	COc1ccc(C(CNC(=O)/C=C/c2c(Cl)nc3ccccn23)N(C)C)cc1 (configuration not stated)
-11	CCCN1CNC(=S)N(c2ccccc2C)C1
-9	CCn1c(C)nc2cc(C(=O)OC)ccc21
13	CC1=NCCN1S(=O)(=O)c1c(C(C)C)cc(C(C)C)cc1C(C)C
-5	Cc1ccc(C(=O)Nc2cccc([N+](=O)[O-])c2)cc1S(=O)(=O)Nc1cccc(C(=O)O)c1
-21	Cc1cc(C)nc(N/N=C/c2ccc3c(c2)OCCO3)n1
10	COc1ccc(N2CC(C(=O)N/N=C/c3ccc(C)cc3)CC2=O)cc1 (configuration not stated)
-11	COc1ccc2c(CC(=O)Nc3nccs3)coc2c1
-7	O=C(O)c1cn(Cc2ccccc2Cl)c2ccc(S(=O)(=O)N3CCOCC3)cc2c1=O
23	COc1ccc(-c2csc(CCN3N=C(C)CC3=O)n2)cc1
-1	Cc1cc(F)c(F)c(C(=O)N2CCCCC2C)c1Cl (configuration not stated)
8	COC(=O)CSc1nnc(-c2ccc(OC)c(OC)c2)o1
-14	CN(C)c1ccc(/C=N/NC(=O)CCCO)cc1
-15	CC(C)(C)C(=O)/C(C#N)=C/c1ccc(O)cc1
-44	CCC(Sc1ccc2nnc(-c3cccnc3)n2n1)C(=O)OC (configuration not stated)
-2	O=C(COc1ccccc1)Nc1ccc(NC(=O)c2ccco2)cc1
-45	CC1(C)CC(=O)c2c(oc3ccc(NS(=O)(=O)c4ccc(C(=O)O)cc4)cc23)C1
9	COc1ccccc1C(=O)NCC(=O)N/N=C/c1ccncc1
-16	COc1cccc(OC)c1CN1CCCC(C(=O)c2ccccc2SC)C1 (configuration not stated)
3	Cc1ccc(CNC(=O)CSc2nc3ccsc3c(=O)n2Cc2ccccn2)cc1
9	Cc1c2c(n3c(nc4ccccc43)c1C#N)N(CCN(C)C)CC2
22	CN(C)CCCN(C(=O)CCSc1ccccc1)c1nc2cc3c(cc2s1)OCO3
-22	CC1CN(C)C(C)c2c1oc1ccc([N+](=O)[O-])cc21 (configuration not stated)
-19	CC1(C)Cc2ccccc2-c2nc3n(c(=O)c21)CCS3
-20	NC(=O)CSC1=Nc2ccccc2C2=NC(c3ccccc3)C(=O)N12 (configuration not stated)
-2	CCOc1[nH]n(-c2ccccc2)c(=O)c1C=Nc1ccc(C(=O)OC)cc1
9	C(=N\Nc1ncnc2nc[nH]c12)/c1cccs1
-3	COc1ccc(C2N(c3ccccc3)CCN2c2ccccc2)cc1O
24	CC(=O)NCCNC(=O)c1ccc(Sc2ccccc2)c([N+](=O)[O-])c1
-46	Cc1ccc(CNC(=O)CCS(=O)(=O)c2ccc(C)cc2)cc1
-26	c1ccc(Cc2noc(CN3CCCC(CN4CCOCC4)C3)n2)cc1 (configuration not stated)
68*	Fc1ccccc1SCc1nnc(-c2ccccc2Br)o1
16	Cc1csc2c(=O)[nH]cnc12
-7	COc1ccc(/C=C2\CC/C(=C\c3ccc(OC)cc3OC)C2=O)c(OC)c1
-13	CCOc1cccc(C(=O)NC(=S)Nc2ccc3c(c2)OCCO3)c1
-25	Cc1ccccc1-n1nnnc1SCc1cc(=O)n2ccsc2n1

# Next section
E-sel TNF inh	Molecule
8	O=C(Cn1cnc2ccccc21)Nc1ccc(F)c(F)c1
-19	Cc1ccc(C)c(CSc2nc3[nH]ncc3c(=O)[nH]2)c1
-2	CCOC(=O)c1cccc(NC(=O)CCOc2ccccc2)c1
1	COc1ccc(NC(=S)N/N=C/c2cccn2Cc2ccc(F)cc2)cc1
-17	COc1ccc([N+](=O)[O-])cc1NC(=O)CCN1CCN(C)CC1
14	Nc1ccccc1N=c1ssnc1Cl
17	O=C(Nc1ccccc1N1CCOCC1)C1CCCCN1S(=O)(=O)c1ccccc1 (configuration not stated)
-29	CC1CCN(c2ccc(C(=O)OCC(=O)NCCN3C(=O)CSC3=O)cc2[N+](=O)[O-])CC1
18	O=C(CSc1nc2[nH]ncc2c(=O)n1-c1ccccc1)NCCc1ccccc1
-1	COC(=O)CCn1nc(-c2ccc(C)cc2)c2ccccc2c1=O
-13	Nc1ccn([C@H]2CC[C@@H](CO)O2)c(=O)n1
3	O=C(Nc1ccc(Cl)c(S(=O)(=O)N2CCOCC2)c1)c1ccc2c(c1)OCCO2
5	COc1cc(/C=N/NC(=O)c2cccc(NC(=O)c3ccccc3Cl)c2)ccc1O
-25	CCOc1ccccc1Nc1cc(C)nc2nnnn12
13	O=c1cc(O)c(-c2ccc(Cl)c(Cl)c2)c(Cl)[nH]1
25	Cc1ccc2c(c1)Oc1ccc(NC(=O)CCl)cc1C(=O)N2
63*	Cn1c(CCNC(=O)C2CCCCC2)nc2cc(NC(=O)c3cccs3)ccc21
-4	CSc1ccc(S(=O)(=O)NCc2ccccc2C)cc1
-5	CC1C2=C(CC(C)(C)CC2=O)NC2=C1C(=O)CC(C)(C)C2
-26	CCC[C@@H]1C[C@@H](C(=O)N[C@@H](C2O[C@H](SC)[C@H](O)[C@@H](O)[C@H]2O)[C@H](C)Cl)N(C)C1 (some centres not stated)
-5	COc1ccc(-c2[nH]ncc2CN(C)Cc2cccnc2)c(F)c1
-17	Fc1ccc(-c2onc3ccc(C4OCCO4)cc23)cc1
13	O/N=C(\c1ccccn1)C1CC1c1ccccc1 (configuration not stated)
1	CCSC1=NCCN1S(=O)(=O)c1ccc(Cl)cc1
-2	CCn1c(=O)c(C(=O)CN(C)Cc2ccc(F)cc2)c(N)n(Cc2ccccc2)c1=O

# Another view of some results above.
SMILES,E-sel TNF inh
O=C(Cn1cnc2ccccc21)Nc1ccc(F)c(F)c1,8
Cc1ccc(C)c(CSc2nc3[nH]ncc3c(=O)[nH]2)c1,-19
CCOC(=O)c1cccc(NC(=O)CCOc2ccccc2)c1,-2
COc1ccc(NC(=S)N/N=C/c2cccn2Cc2ccc(F)cc2)cc1,1
COc1ccc([N+](=O)[O-])cc1NC(=O)CCN1CCN(C)CC1,-17
Nc1ccccc1N=c1ssnc1Cl,14
O=C(Nc1ccccc1N1CCOCC1)C1CCCCN1S(=O)(=O)c1ccccc1 (configuration not stated),17
CC1CCN(c2ccc(C(=O)OCC(=O)NCCN3C(=O)CSC3=O)cc2[N+](=O)[O-])CC1,-29
O=C(CSc1nc2[nH]ncc2c(=O)n1-c1ccccc1)NCCc1ccccc1,18
COC(=O)CCn1nc(-c2ccc(C)cc2)c2ccccc2c1=O,-1
Nc1ccn([C@H]2CC[C@@H](CO)O2)c(=O)n1,-13
O=C(Nc1ccc(Cl)c(S(=O)(=O)N2CCOCC2)c1)c1ccc2c(c1)OCCO2,3
COc1cc(/C=N/NC(=O)c2cccc(NC(=O)c3ccccc3Cl)c2)ccc1O,5
CCOc1ccccc1Nc1cc(C)nc2nnnn12,-25
O=c1cc(O)c(-c2ccc(Cl)c(Cl)c2)c(Cl)[nH]1,13
Cc1ccc2c(c1)Oc1ccc(NC(=O)CCl)cc1C(=O)N2,25
Cn1c(CCNC(=O)C2CCCCC2)nc2cc(NC(=O)c3cccs3)ccc21,63*
CSc1ccc(S(=O)(=O)NCc2ccccc2C)cc1,-4
CC1C2=C(CC(C)(C)CC2=O)NC2=C1C(=O)CC(C)(C)C2,-5
CCC[C@@H]1C[C@@H](C(=O)N[C@@H](C2O[C@H](SC)[C@H](O)[C@@H](O)[C@H]2O)[C@H](C)Cl)N(C)C1 (some centres not stated),-26
COc1ccc(-c2[nH]ncc2CN(C)Cc2cccnc2)c(F)c1,-5

# (listing goes on)
E-sel TNF inh	Molecule
-6	CCOC(=O)C1CCN(C(=S)Nc2ccc(CC)cc2)CC1
-4	Cn1cc(/C=N\NC(=O)c2cccs2)c2ccccc21
-6	CCCN1CCOC(CC(=O)Nc2ccc([N+](=O)[O-])cc2)C1=O (configuration not stated)
10	COc1ccc(/C(C)=N/NS(=O)(=O)c2cc(C)ccc2C)c(OC)c1
2	COc1cccc(Nc2nc3ccc(OC)cc3s2)c1
-12	O=C(Nc1nccs1)c1ccc(N2C(=O)C3CCCCC3C2=O)cc1 (configuration not stated)
-18	CN(C)C(CNC(=O)c1cc(S(=O)(=O)N(C)c2ccccc2)ccc1Cl)c1cccs1 (configuration not stated)
-18	Cc1ccc2c(ccn3cc4c(c(=O)n(C)c(=O)n4C)c23)c1
-25	O=C(Nc1ccccc1-c1ccccc1)NC1CC2CCCC(C1)N2Cc1ccc(F)cc1 (configuration not stated)
-20	Cc1ccc(NC(=S)N(CCCN2CCCC2)Cc2cccn2Cc2ccc(Cl)cc2)cc1Cl
-20	COC(=O)Cc1cc(=O)[nH]c(/N=C(\N)Nc2cccc(C)c2)n1
19	CN(C)c1cc[n+](CC(=O)Nc2c(Cl)cc(Cl)cc2Cl)cc1
-26	O=S(=O)(NC(=NCCc1ccc(Cl)cc1)c1ccccc1Cl)c1cccs1
